# Compound activity (PubChem)
# SUMO1-SIM PPI = modulators of SUMO1 protein-protein interactions, primary screen, biochemical, uHTS; inhibition, % at 20 µM; Small ubiquitin-related modifier 1 (Homo sapiens), P63165; AID 602429, 2012; hit rate 0.33% among 360,000; SUMO1 binding to a labelled peptide, TR-FRET, 1 h; in the data active = inhibition above about 37%
# Target sequence (P63165 whole entry, looked up): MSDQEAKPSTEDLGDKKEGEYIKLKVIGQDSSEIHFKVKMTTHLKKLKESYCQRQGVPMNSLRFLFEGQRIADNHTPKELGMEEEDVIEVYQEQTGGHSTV
# STEP block = STEP phosphatase inhibitors, primary screen, biochemical, fluorescence intensity, uHTS; Tyrosine-protein phosphatase non-receptor type 5 (Homo sapiens), P54829; recombinant STEP, OMFP fluorogenic substrate; inhibition, % at 20 µM; hit rate 0.25% among 360,000;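 active = inhibition at 20 µM, scaled per plate between control wells, above about 37%, limit read from the data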;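 note: 0% = DMSO with enzyme and substrate and 100% = substrate only without enzyme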
# Target sequence (P54829 whole entry, looked up): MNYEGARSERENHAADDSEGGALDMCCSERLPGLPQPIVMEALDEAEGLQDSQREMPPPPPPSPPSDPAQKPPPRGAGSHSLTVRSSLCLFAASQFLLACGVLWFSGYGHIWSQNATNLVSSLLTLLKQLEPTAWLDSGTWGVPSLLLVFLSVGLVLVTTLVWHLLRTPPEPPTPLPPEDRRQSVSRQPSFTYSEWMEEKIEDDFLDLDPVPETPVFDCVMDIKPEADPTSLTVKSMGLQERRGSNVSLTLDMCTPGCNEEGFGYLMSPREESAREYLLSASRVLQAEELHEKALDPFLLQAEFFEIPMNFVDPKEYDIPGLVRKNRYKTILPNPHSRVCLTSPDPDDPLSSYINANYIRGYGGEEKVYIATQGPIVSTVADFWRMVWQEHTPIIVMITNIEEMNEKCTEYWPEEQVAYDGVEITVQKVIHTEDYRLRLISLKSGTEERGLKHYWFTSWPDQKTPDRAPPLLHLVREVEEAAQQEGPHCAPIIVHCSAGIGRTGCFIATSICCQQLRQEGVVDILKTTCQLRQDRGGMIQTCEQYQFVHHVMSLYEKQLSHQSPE
#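 Also added – OMFP at 25 µM · Test system – STEP tyrosine phosphatase · Technique – FITC-channel fluorescence of OMFP product · Schedule – 20 min at room temperature, dark · Evaluation – control-normalized % inhibition with plate pattern correction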
# LMPTP inh = LMPTP phosphatase inhibitors, primary screen, biochemical, fluorescence intensity, uHTS. Low molecular weight phosphotyrosine protein phosphatase (Homo sapiens), P24666. inhibition, % at 20 µM. hit rate 0.22% among 360,000. recombinant LMPTP-A, OMFP fluorogenic substrate;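 active = compounds that cut the enzyme signal by at least half of the control window in the single-dose screen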;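 note: plate controls were DMSO wells with enzyme plus substrate for no effect and substrate without enzyme for full effect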
# Target sequence (P24666 whole entry, looked up): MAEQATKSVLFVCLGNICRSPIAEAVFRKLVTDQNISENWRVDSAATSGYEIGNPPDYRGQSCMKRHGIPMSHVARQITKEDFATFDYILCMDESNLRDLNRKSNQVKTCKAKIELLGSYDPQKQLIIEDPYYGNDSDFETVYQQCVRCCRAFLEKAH
#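 Material: LMPTP-A; amount: 0.625 nM enzyme; doses: single 20 µM dose; times: reaction 50 min, room temperature, dark; technique: fluorescence intensity of OMFP turnover product; benchmarks: no-enzyme and uninhibited controls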
# NadD inh = inhibitors of S. aureus NadD, primary screen, biochemical, colorimetric, uHTS; Nicotinate-nucleotide adenylyltransferase NadD (Staphylococcus aureus N315); hit rate 0.78% among 360,000; purified NadD enzyme, colorimetric absorbance read-out; inhibition, % at 20 µM; in the data active = inhibition above about 26%; note: some compounds past the cut are filed as inactive
# Neddyl block = inhibitors of cullin neddylation, primary screen, biochemical, TR-FRET, uHTS, NAE and Ubc12 | NEDD8-conjugating enzyme Ubc12 (Homo sapiens) + NEDD8-activating enzyme E1 regulatory … | calls only at 25 µM | hit rate 0.58% among 360,000 | AID 651699, 2012; in the data active = inhibition above about 36%
# NRP1-CendR mod = modulators of CendR peptide binding to NRP-1, primary screen, biochemical, fluorescence polarization, uHTS; Neuropilin-1 (Homo sapiens), O14786; FAM-RPARPAR peptide binding to NRP-1; inhibition, % at 25 µM; hit rate 0.85% among 360,000; AID 602438, 2012;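 active = inhibition or corrected inhibition above about 18%, plus a signal ratio from 0.5 to 1.5, limit read from the data, passing the limit was not always enough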; note: strong numbers were not always called active
# SKN-1 inh = suppressors of acrylamide-induced Pgst-4::GFP reporter in worms, primary screen, SKN-1 inhibitor project, whole organism, uHTS, GFP/RFP fluorescence ratio, strain VP596; C. elegans VP596 Pgst-4::GFP/RFP ratio, 24 h; inhibition, % at 21.8 µM; hit rate 0.49% among 360,000; AID 624304, 2012;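 active = interference check ratio from 0.5 to 1.5 plus GFP to RFP signal ratio inhibition reaching or exceeding a fixed threshold, cut at about 30% in these data, passing the limit was not always enough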; note: some compounds called inactive have numbers as strong as hits
# DNMT1 inh = human DNMT1 methyltransferase inhibitors, primary screen, biochemical, molecular beacon, fluorescence, HinP1I cleavage, uHTS; AID 588458, 2011; inhibition (reported as % activation of signal), % at 10 µM; DNA (cytosine-5)-methyltransferase 1 (Homo sapiens), P26358; hit rate 0.83% among 360,000; in the data active = inhibition above about 50%
# Scp-1 inhibitor = Scp-1 phosphatase inhibitors, primary screen, biochemical, colorimetric, uHTS. Recombinant Scp1, phosphopeptide, malachite green phosphate absorbance. inhibition, % at 20 µM. Carboxy-terminal domain RNA polymerase II polypeptide A small phosphatase 1 (Homo …. hit rate 0.88% among 340,000. AID 493091, 2011;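 active = inhibition above about 50% at 20 µM, limit read from the data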;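 note: plate controls were DMSO wells with enzyme for no effect and wells lacking enzyme for full effect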
# Target sequence (Q9GZU7 76-261 limits assumed): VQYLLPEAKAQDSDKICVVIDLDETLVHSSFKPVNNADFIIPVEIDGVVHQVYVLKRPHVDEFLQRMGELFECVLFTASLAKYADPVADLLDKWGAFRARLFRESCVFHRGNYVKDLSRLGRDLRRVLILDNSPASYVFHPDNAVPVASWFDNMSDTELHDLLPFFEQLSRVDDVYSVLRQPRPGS
#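 Assay system: SCP-1 catalytic fragment, aa 76-261 | Buffer or medium: Tris acetate buffer pH 5.5 with MgCl2 and Tween-20 | Compound: One concentration, 20 µM, with 1.0% DMSO | Also added: Phospho 17-mer peptide substrate | Signal: Absorbance at 630 nm | Incubation: 45 min enzyme reaction at room temperature | Measure: % inhibition of SCP-1 phosphate liberation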
# Tb MetRS inh = T. brucei MetRS inhibitors, primary screen, biochemical, luminescence; inhibition, % at 11.9 µM; hit rate 0.4% among 360,000; methionyl-tRNA synthetase (Trypanosoma brucei brucei); purified T. brucei MetRS, ATP depletion, Kinase-Glo luminescence;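 active = inhibition above a per-plate cutoff of the control wells' mean inhibition plus 3 SD, cut at about 5.5% in these data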;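 note: 0% = DMSO wells median and 100% = median of wells with control inhibitor compound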
#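 Test system: purified T. brucei MetRS enzyme. Also added: ATP, methionine and E. coli bulk tRNA substrates. Compound: 11.9 µM single point. Schedule: 15 min enzyme-compound preincubation, 2 h reaction, 10 min detection, 25 °C. Signal: luciferase luminescence of residual ATP, Kinase-Glo. Evaluation: percent inhibition versus plate control medians. Controls: DMSO wells, low control.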
# The depositor's hits bear a star; i = inactive; nt = not tested or not shown. Compounds as they come, and some 4.6% of all compounds hit somewhere here.
Molecule	Neddyl block	Tb MetRS inh	STEP block	SUMO1-SIM PPI	Scp-1 inhibitor	DNMT1 inh	NRP1-CendR mod	NadD inh	SKN-1 inh	LMPTP inh
S=c1[nH]ncn2c1cc1oc3ccccc3c12	i	1.0	3	-14	-10	3	-9	-2	-6	0.3
CCS(=O)(=O)NCC(c1cccnc1)N1CCN(c2ccc(F)cc2)CC1 (stereo unspecified)	i	-0.2	10	3	-10	1	2	-4	-2	-3.6
CC(=O)Nc1ccc(NC(=O)C(C)OC(=O)c2oc3ccccc3c2C)cc1 (stereo unspecified)	i	0.1	3	2	-3	0	3	-3	-9	2.3
O=C(Nc1ccc2[nH]c(=O)[nH]c2c1)c1ccc([N+](=O)[O-])o1	i	-0.4	0	-17	14	4	-5	5	3	1.9
Cc1cc(C(=O)N2CCOCC2)n(-c2ccccc2)n1	i	-0.7	1	-3	4	0	0	-6	2	-2.4
O=C(COc1ccc(Br)cc1)OCCN1CCCCC1	i	-0.2	-7	7	-10	-6	10	-5	16	-2.4
O=C(CSc1nnc(Cc2ccccc2)o1)N1CCCC1	i	-1.4	-2	1	4	2	0	-2	-1	-0.5
C/C(=N\NC(=O)C(C)Nc1cccc(Cl)c1)c1ccc([N+](=O)[O-])cc1 (stereo unspecified)	i	0.0	-1	-23	-9	-13	8	0	0	0.7
Cc1nn(CC(=O)Nc2nnc(C(C)C)s2)c(=O)c2ccccc12	i	0.1	1	-1	-3	-5	-6	1	-2	-2.3
CCc1ccc(CN(C)C(=O)C2CCC(=O)N(CCCN3CCCC3=O)C2)cc1 (stereo unspecified)	i	-0.4	-1	-2	-8	-1	-1	-3	-1	-0.2
O=C(COC(=O)c1ccccc1[N+](=O)[O-])Nc1nnc(-c2ccccc2)o1	i	-0.2	-1	-3	-7	1	-11	8	12	0.4
CC(C)NC(=O)c1ccc2c(c1)N(CC(=O)Nc1ccccc1F)C(=O)C(C)(C)O2	i	-0.5	2	1	-8	-2	-12	1	-7	1.2
COc1cc(/C=N/n2cnnc2)ccc1OCc1ccc(C)cc1	i	-1.8	-12	-10	4	-3	2	-2	2	0.2
S=C(NCc1ccco1)Nc1ccc(Cl)cc1Cl	i	-0.1	-2	1	-10	2	-12	0	2	0.1
COc1ccc(C(=O)NC2CCN(CC(=O)NCc3ccccc3)CC2)cc1	i	0.8	-3	3	-5	-1	12	1	15	0.9
COc1ccc(/C=C/C(=O)Nc2cccc(S(=O)(=O)N3CCOCC3)c2)cc1OC	i	0.1	-1	-6	5	-1	5	-3	5	0.3
COc1ccc(S(=O)(=O)N2CCOCC2)cc1C(=O)Nc1cccc(C(=O)NC2CC2)c1	i	0.8	-1	8	nt	0	0	3	1	0.3
O=c1[nH]cc(-c2ccc(Br)cc2)n1Cc1ccccc1	i	0.1	0	2	-7	3	9	-5	4	0.1
O=C(Nc1ccccn1)C(=O)Nc1ccccn1	i	-0.3	-3	10	-13	0	7	-4	3	-0.9
O=C(Nn1c(Cc2ccccc2)nc2ccccc2c1=O)c1c(O)c2cccc3c2n(c1=O)CCC3	i	0.0	4	21	-10	-9	-18	18	-1	-0.2
NC(=O)CN(N=Nc1cccc([N+](=O)[O-])c1)c1cccc([N+](=O)[O-])c1	i	-0.8	-1	-23	-3	1	2	-4	2	0.0
Nc1ccn(Cc2ccccc2F)n1	i	-0.1	3	-4	-5	0	9	-2	-1	0.9
O=[N+]([O-])c1ccc(Cl)c(S(=O)(=O)Nc2ccc3cn[nH]c3c2)c1	i	0.0	-3	-32	-7	0	12	-2	25	-0.9
NS(=O)(=O)c1ccc(CCNC(=O)C2CCCN2C(=O)c2cccs2)cc1 (stereo unspecified)	i	-0.3	1	-2	nt	5	-8	0	-6	-1.7
CCOc1ccc(Nc2ncnc3c2cnn3-c2ccccc2)cc1	nt	-0.6	-3	2	1	1	7	-2	-11	-0.9
COc1ccc(CNc2ccc3c(c2)CCC3)cc1Br	i	-0.6	-3	-5	-9	-4	-16	5	14	0.6
O=C(NCCC1CCCCN1S(=O)(=O)c1ccccc1)C(=O)NCc1cccnc1 (stereo unspecified)	i	-0.3	-2	2	-2	0	-5	-4	-3	0.1
CSc1ccc(-c2nnn(Cc3ccc(C)cc3)n2)cc1	i	-0.8	1	-5	-21	-3	6	1	-17	3.4
CCSc1nnc(NC(=O)CSc2sc3c(O)cc(=O)[nH]c3c2C#N)s1	i	0.1	30	36	77*	77*	-100	11	9	62*
CC1CN(Cc2ccc(Cl)cc2Cl)CC(C)O1 (stereo unspecified)	i	-1.0	-2	3	4	-2	4	-2	-13	-1.7
CC(C)Nc1nc(Cl)nc(NNC(=O)C(C)Oc2ccccc2)n1 (stereo unspecified)	i	-0.8	1	3	-1	0	-10	1	8	-0.8
CCC1(CC)Nc2ccccc2C(=O)N1c1ccc(NC(C)=O)cc1	i	-0.6	0	-2	0	1	12	1	-13	-1.6
O=C(NN1CCOCC1)c1cnn2c(C(F)F)cc(-c3ccccc3)nc12	i	-0.5	-1	-17	-1	2	13	-5	11	-0.9
Cc1ccc(NC(=O)c2cc(C)on2)cc1	i	0.4	-1	-1	1	-3	-2	-4	11	0.5
CCOC(=O)C1(C(=O)OCC)COC(=O)C1CN1Cc2cc3ccccc3nc2C1 (stereo unspecified)	i	-0.2	-4	-1	nt	3	-48	2	35	1.2
CCOC(=O)c1c(CNc2ccncc2)n(C)c2cc(Br)c(O)cc12	i	-0.9	-2	4	-5	0	1	-14	3	-20
COc1ccc(CNC(=O)C[C@H]2C(=O)N(C3CCCCC3)C[C@@H]2Cc2ccccc2)cc1	i	-0.2	4	5	-8	0	6	-8	-9	0.4
CCN1CCN(c2ccc(NC(=O)c3ccc(F)cc3)cc2Cl)CC1	i	-0.4	1	0	-9	-1	5	-3	-1	0.0
O=C(/C=C/c1cccs1)NCc1ccc2c(c1)OCO2	i	-0.4	2	-15	-2	0	-4	-9	10	-0.4
CCc1ccc(OCC2Cn3c(nc4c3c(=O)[nH]c(=O)n4C)O2)cc1 (stereo unspecified)	i	-1.6	-2	-1	-6	-6	3	0	16	-0.8

# As a working copy, 9 of the compounds above.
Molecule	Neddyl block	Tb MetRS inh	STEP block	SUMO1-SIM PPI	Scp-1 inhibitor	DNMT1 inh	NRP1-CendR mod	NadD inh	SKN-1 inh	LMPTP inh
NC(=O)CN(N=Nc1cccc([N+](=O)[O-])c1)c1cccc([N+](=O)[O-])c1	i	-0.8	-1	-23	-3	1	2	-4	2	0.0
Nc1ccn(Cc2ccccc2F)n1	i	-0.1	3	-4	-5	0	9	-2	-1	0.9
O=[N+]([O-])c1ccc(Cl)c(S(=O)(=O)Nc2ccc3cn[nH]c3c2)c1	i	0.0	-3	-32	-7	0	12	-2	25	-0.9
NS(=O)(=O)c1ccc(CCNC(=O)C2CCCN2C(=O)c2cccs2)cc1 (stereo unspecified)	i	-0.3	1	-2	nt	5	-8	0	-6	-1.7
CCOc1ccc(Nc2ncnc3c2cnn3-c2ccccc2)cc1	nt	-0.6	-3	2	1	1	7	-2	-11	-0.9
COc1ccc(CNc2ccc3c(c2)CCC3)cc1Br	i	-0.6	-3	-5	-9	-4	-16	5	14	0.6
O=C(NCCC1CCCCN1S(=O)(=O)c1ccccc1)C(=O)NCc1cccnc1 (stereo unspecified)	i	-0.3	-2	2	-2	0	-5	-4	-3	0.1
CSc1ccc(-c2nnn(Cc3ccc(C)cc3)n2)cc1	i	-0.8	1	-5	-21	-3	6	1	-17	3.4
CCSc1nnc(NC(=O)CSc2sc3c(O)cc(=O)[nH]c3c2C#N)s1	i	0.1	30	36	77*	77*	-100	11	9	62*

# Continuation.
Molecule	Neddyl block	Tb MetRS inh	STEP block	SUMO1-SIM PPI	Scp-1 inhibitor	DNMT1 inh	NRP1-CendR mod	NadD inh	SKN-1 inh	LMPTP inh
CC(Sc1nc(-c2ccc(F)cc2)cs1)C(=O)Nc1ccc(Cl)cn1 (stereo unspecified)	i	0.0	1	-3	-2	-1	4	-4	5	-0.2
CCC(C)c1ccc(NC(=S)N2CCN(S(C)(=O)=O)CC2)cc1 (stereo unspecified)	i	0.4	3	0	-2	2	21	4	7	1.8
O=c1c(S(=O)(=O)c2ccc(Cl)cc2)cn(Cc2ccccc2)c2ccc(F)cc12	i	0.0	-1	1	-7	5	7	0	-2	2.3
C/C(=N\NC(=O)C(=O)Nc1cccc(Cl)c1)c1ccncc1	i	-0.1	-1	-1	-9	-1	4	0	-6	-1.9
Cc1noc(C)c1COC(=O)CCC(=O)c1ccc(F)cc1	i	0.1	4	4	0	-2	9	-4	-10	1.3
CCCS(=O)(=O)NC(=O)C1(C)CCCN(C(=O)c2ccnc(Cl)c2)C1 (stereo unspecified)	i	-0.1	-2	5	nt	-1	-2	0	11	-2.2
CCNC(=O)CCSc1nc(C)cc(C)n1	i	-0.1	2	1	-5	-3	-12	-2	13	-1.5
Cc1ccc(NC(=O)c2cc(S(=O)(=O)NCCc3ccccc3)ccc2F)cc1Cl	i	0.1	-3	-2	-11	-13	2	-10	-12	3.3
Clc1cccc(OCCN2CCN(CCOc3cccc(Cl)c3)CC2)c1	i	-0.1	0	2	-13	-3	-4	-7	6	-0.5
COc1ccc(C(C)=NNS(=O)(=O)c2ccc(C)cc2)cc1OC	i	0.3	0	0	nt	2	3	-1	7	0.2
